# High-throughput results from PubChem BioAssay.
# APJ antag: blocks the human apelin receptor APJ. P35414. CHO-K1 APJ beta-arrestin complementation, luminescence. inhibition, % at 20 µM. 330,000 tested, 0.32% active;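 active means inhibition above about 40% at 20 µM, limit read from the data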;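 further: cells challenged with 10 nM apelin-13 agonist together with compound; plate controls were apelin-13 plus DMSO wells for no effect and DMSO wells lacking apelin-13 for full effect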
# Target sequence (P35414 whole entry, looked up): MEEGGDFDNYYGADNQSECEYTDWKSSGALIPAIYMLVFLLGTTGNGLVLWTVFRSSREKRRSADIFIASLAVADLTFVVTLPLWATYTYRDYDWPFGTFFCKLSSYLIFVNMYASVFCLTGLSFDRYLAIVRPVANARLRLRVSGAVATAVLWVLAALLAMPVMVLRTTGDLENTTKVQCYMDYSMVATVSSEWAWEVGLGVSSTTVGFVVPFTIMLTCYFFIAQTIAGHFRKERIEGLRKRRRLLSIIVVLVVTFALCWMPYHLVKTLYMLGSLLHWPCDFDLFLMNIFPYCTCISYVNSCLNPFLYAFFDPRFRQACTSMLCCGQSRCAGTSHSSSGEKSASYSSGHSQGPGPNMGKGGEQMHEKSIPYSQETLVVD
# EBI2 block: antagonists of human EBI2 receptor | EBI2 beta-arrestin recruitment, luminescence, 7a,25-OHC stimulated | inhibition, % at 5 µM | 360,000 tested, 0.81% active; in the data active means inhibition above about 38%;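 further: enzyme fragment complementation signal reports receptor beta-arrestin coupling in cells; 0% = agonist plus DMSO wells and 100% = wells without agonist; some results beyond the cut were filed as inactive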
# CXCR6 inh: CXCR6 (human) receptor inhibition | O00574 | CHO-K1 PathHunter CXCR6 beta-arrestin, luminescence | inhibition, % at 20 µM | 360,000 tested, 0.36% active; in the data active means inhibition above about 34%, passing the limit was not always enough;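 further: antagonist mode with CXCL16 agonist at 10 nM final; 0% = 10 nM CXCL16 with DMSO and 100% = unstimulated wells without agonist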
# Target sequence (O00574 whole entry, looked up): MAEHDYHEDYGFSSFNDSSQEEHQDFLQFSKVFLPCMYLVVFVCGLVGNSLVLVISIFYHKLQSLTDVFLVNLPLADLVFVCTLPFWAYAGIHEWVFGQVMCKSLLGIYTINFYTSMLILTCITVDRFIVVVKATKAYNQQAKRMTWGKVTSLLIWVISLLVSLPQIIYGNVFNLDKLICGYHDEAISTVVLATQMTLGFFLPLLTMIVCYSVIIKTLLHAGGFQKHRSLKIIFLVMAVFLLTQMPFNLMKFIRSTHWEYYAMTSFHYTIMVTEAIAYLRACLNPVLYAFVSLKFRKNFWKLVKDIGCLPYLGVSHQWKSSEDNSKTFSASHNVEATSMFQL
# Jurkat NFkB inh: inhibitors of the PMA/ionomycin-induced NF-kB reporter in Jurkat cells; PMA/ionomycin-induced NF-kB luciferase reporter, luminescence; inhibition, % at 4 µM; 330,000 tested, 0.53% active; AID 435003; in the data active means inhibition above about 50%
# UBC13 inh: inhibitors of human UBC13 polyubiquitin chain formation; inhibition, % at 20 µM; TR-FRET; 330,000 tested, 0.47% active; AID 485273; in the data active means inhibition above about 45%, passing the limit was not always enough
# CCR6 antagonist: CCR6 (human) receptor antagonism; 340,000 tested, 0.49% active; P51684; inhibition, % at 20 µM; CHO-K1 CCR6 PathHunter beta-arrestin, luminescence, CCL20-stimulated; AID 493098;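 active means compounds whose inhibition of the agonist-driven luminescence signal at 20 µM reaches about 50%, limit read from the data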;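 further: cells stimulated with CCL20 at 14 nM final; plate controls were DMSO with CCL20 for no effect and DMSO without agonist for full effect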
# Target sequence (P51684 whole entry, looked up): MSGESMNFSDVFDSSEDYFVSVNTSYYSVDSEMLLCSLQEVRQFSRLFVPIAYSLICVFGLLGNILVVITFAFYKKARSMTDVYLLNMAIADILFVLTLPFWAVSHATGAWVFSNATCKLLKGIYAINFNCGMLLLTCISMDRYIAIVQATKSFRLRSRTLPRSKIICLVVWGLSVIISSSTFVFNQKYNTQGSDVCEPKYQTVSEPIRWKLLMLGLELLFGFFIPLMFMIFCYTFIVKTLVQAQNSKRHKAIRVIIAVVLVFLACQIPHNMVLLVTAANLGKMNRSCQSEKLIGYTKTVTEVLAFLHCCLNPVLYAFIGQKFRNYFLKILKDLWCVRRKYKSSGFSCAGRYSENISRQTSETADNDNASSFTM
# Gli-Sufu antag: blocks Gli-Sufu signaling in a luciferase reporter. Sufu-KO-LIGHT fibroblasts, Gli luciferase reporter luminescence. inhibition, % at 5 µM. 340,000 tested, 0.74% active;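 active means inhibition above about 55%, limit read from the data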;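 further: 0% = DMSO-treated cells and 100% = wells with medium but no cells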
# 697 NFkB inh: inhibitors of the PMA/ionomycin-induced NF-kB reporter in 697 B cells; 697 B-cell NF-kB luciferase reporter, 16 h; inhibition, % at 4 µM; 330,000 tested, 0.33% active; AID 435022; in the data active means inhibition above about 35%
# Starred values were filed as active, the others as inactive; · = not tested or not shown.
SMILES,APJ antag,EBI2 block,CXCR6 inh,Jurkat NFkB inh,UBC13 inh,CCR6 antagonist,Gli-Sufu antag,697 NFkB inh
O=c1c2sc3ccccc3c2[nH]c(=S)n1CCN1CCOCC1,-8.5,0.0,0.7,-6.4,16.1,-2.3,-1.0,15.2
CCOC(=O)c1c(NC(=O)CN(C)C)sc(C(=O)N(CC)CC)c1C,-8.1,-7.7,-0.7,6.0,0.2,18.7,1.2,17.9
O=C(CC1C(=O)NCCN1Cc1c(F)cccc1Cl)NCCCn1cccn1 (stereo unspecified),19.7,-15.1,2.7,13.5,-12.9,1.0,5.7,12.3
O=C(Cn1c(=O)oc2cc(S(=O)(=O)N3CCCC3)ccc21)NCc1ccc(F)cc1,-68.2,1.5,7.0,3.0,-5.1,13.8,45.4,15.7
O=C(CCC(=O)n1ncc2ccccc21)N1CCCCC1,14.4,3.1,-6.0,10.8,4.5,-0.2,-0.2,11.5
CC(C)NCC(O)(c1ccc(Cl)cc1)c1ccc(Cl)cc1,7.2,3.8,-5.4,-3.5,5.3,44.2,19.9,-3.4
CCN(C[C@H]1N[C@@](Cc2ccccc2)(C(=O)OC)[C@H]2C(=O)N(C)C(=O)[C@@H]12)C(=O)COc1ccccc1,5.4,3.0,11.3,-4.2,-11.2,-3.7,6.0,2.4
CCOc1cc(C(C(=O)NCC2CCCO2)N(C(=O)Cn2nnc3ccccc32)c2ccccc2OC)ccc1O (stereo unspecified),7.6,-5.2,2.3,7.8,-8.1,10.2,2.0,-5.6
C=CCSc1nnc2c(n1)OC=Nc1ccccc1-2,-0.5,-4.4,-0.1,6.9,-10.9,-16.8,-10.4,19.4
O=C(NCCCN1CCOCC1)c1onc(CSc2ccccc2)c1C(=O)NCCCN1CCOCC1,2.6,-1.1,-2.1,-14.9,-8.3,13.1,-0.7,-11.2
Cc1ccc(S(=O)(=O)/C(C#N)=C/c2c(N3CCOCC3)nc3c(C)cccn3c2=O)cc1,10.1,-2.2,6.5,-1.1,-8.1,14.7,2.0,-11.8
COc1ccc(OC)c(S(=O)(=O)N2Cc3ccccc3CC2C(=O)Nc2nccs2)c1 (stereo unspecified),3.0,-0.5,-3.3,-122.3,-1.0,9.4,-5.1,-53.6
Cc1ccc(SCc2nc(N)nc(Nc3ccccc3C)n2)c(C)c1,-5.8,14.8,1.4,4.5,7.8,-9.8,1.2,-16.2
CCCn1c(CNC(=O)Cc2ccccc2)nc2ccccc21,-7.9,3.6,-4.1,2.9,-5.2,-7.2,5.4,-5.0
NC(=O)C1(Nc2ccccc2)CCCC1,·,-3.0,3.6,·,·,1.2,35.4,·
CCc1cccc(NC(=O)C2CC2c2ccccc2)c1 (stereo unspecified),-3.9,-1.8,-4.6,-9.4,-1.8,17.0,22.2,-5.2
Cc1cc(C(=O)OCC(=O)Nc2ccc(F)c(F)c2)c(C)o1,0.2,1.5,-3.1,-13.0,-7.8,-7.2,-5.3,-10.4
CCN1CCN(Cc2ccc(NC(=O)c3ccc(C)c(NC(=O)c4nccn4C)c3)cc2C(F)(F)F)CC1,-6.5,0.0,2.3,-20.4,-2.1,13.6,42.9,-8.2
Cn1nc(-c2ccccc2)nc1-c1ccccc1,6.0,-0.2,2.9,-54.1,-5.9,-7.4,-50.9,-54.3
CCc1ccc(NC(=O)C(C)OC(=O)C2CCC(=O)N2)cc1 (stereo unspecified),13.1,-10.2,1.6,-7.9,4.0,-12.2,-2.0,-3.7

# Next part; the last two above are carried over.
SMILES,APJ antag,EBI2 block,CXCR6 inh,Jurkat NFkB inh,UBC13 inh,CCR6 antagonist,Gli-Sufu antag,697 NFkB inh
Cn1nc(-c2ccccc2)nc1-c1ccccc1,6.0,-0.2,2.9,-54.1,-5.9,-7.4,-50.9,-54.3
CCc1ccc(NC(=O)C(C)OC(=O)C2CCC(=O)N2)cc1 (stereo unspecified),13.1,-10.2,1.6,-7.9,4.0,-12.2,-2.0,-3.7
CN1CCCN(C(=O)c2cc3c(s2)CCCC3)CC1,-2.1,-3.6,-0.7,-5.2,2.3,1.7,-15.0,-7.7
CC(C)(C)c1ccc(C(=O)N2CCN(c3nc4ccccc4o3)CC2)cc1,5.9,-4.2,-6.4,11.3,6.3,8.9,19.5,7.2
Cc1ccc(NC2CCCN(C(=O)c3c(C)noc3C)C2)cc1C (stereo unspecified),10.2,3.1,-0.7,2.1,-5.2,-5.6,-8.7,-10.3
O=C(O)CCNC(=O)c1ccc(NC(=O)C(c2ccccc2)c2ccccc2)cc1,10.5,-5.2,-0.5,20.4,-1.8,2.1,-0.4,7.6
CSc1ccccc1NC(=O)CCn1c(=O)oc2ccccc21,7.7,-11.8,5.8,-10.6,3.8,3.9,-0.2,-9.3
CN(C)c1ccc(NC(N)=S)cc1,-13.5,-25.8,-21.7,-5.6,5.3,-14.1,-0.5,7.2
CC(C)CN1C(=O)c2ccc(C(=O)Nc3c[nH]c(=O)[nH]c3=O)cc2C1=O,-18.3,-5.2,-6.4,-22.4,-3.0,14.2,-1.6,9.4
O=C1CCc2cc(S(=O)(=O)N3CCC(C(=O)NC4CCCc5ccccc54)CC3)ccc2N1 (stereo unspecified),1.8,-8.4,-2.1,-16.9,-1.0,4.0,-1.5,-16.6
NC(=O)C1=C(N=C2CCCCC2)CCCC1,·,-1.8,-3.8,·,·,4.7,-0.4,·
CCOC(=O)CC(NC(=O)c1cc2cc(Br)ccc2oc1=O)c1cccc([N+](=O)[O-])c1 (stereo unspecified),7.1,3.0,-0.1,-1.3,4.3,7.6,-6.7,-2.3
CC(=O)Nc1ccc(S(=O)(=O)NCCS(=O)(=O)N2CCN(c3ccccc3)CC2)cc1,-11.7,0.3,-8.5,15.1,0.3,3.6,7.2,-18.9
CCSc1ccc(-c2cccc([N+](=O)[O-])c2)nn1,-13.3,1.8,-4.0,-49.6,-0.3,7.5,-28.2,-30.3
COC(=O)COc1ccc2c(=O)c(-c3ccccc3)coc2c1,-16.8,6.0,-20.0,-12.0,0.2,-31.9,-1.2,-11.1
O=S(=O)(c1ccc(Cl)cc1)N1CCC(n2cccc2)CC1,-24.9,10.9,-6.5,1.3,-4.0,-1.3,-1.9,8.6
O=C(OCCN1C(=O)c2ccccc2C1=O)c1cnccn1,-13.8,-10.2,-1.4,-3.4,9.5,8.2,2.3,5.5
Cn1c(=O)oc2ccccc2c1=O,·,3.9,1.4,·,·,-5.2,-2.4,·
O=C(COC(=O)c1cccc(S(=O)(=O)N2CCOCC2)c1)Nc1ncc(C(F)(F)F)cc1Cl,2.0,0.3,10.5,1.9,3.2,-7.7,7.5,-19.9
Fc1ccc(/C=N/n2c(COc3ccccc3)n[nH]c2=S)cc1,19.9,8.3,-7.9,-1.1,3.9,11.6,-1.1,3.7
COc1ccccc1NC(=O)C1CCCN(S(=O)(=O)c2ccc(-n3cnnn3)cc2)C1 (stereo unspecified),1.7,2.8,-8.8,10.0,-0.4,5.7,-18.8,7.3
COc1ccccc1-c1nnc(SCC(=O)c2c(N)n(C3CC3)c(=O)[nH]c2=O)o1,21.4,-2.0,-9.2,-0.5,-1.2,0.0,-7.4,11.7

# Three entries already listed, sorted by their value in Jurkat NFkB inh, rising:
smiles | Jurkat NFkB inh
CC(C)CN1C(=O)c2ccc(C(=O)Nc3c[nH]c(=O)[nH]c3=O)cc2C1=O | -22.4
O=C(OCCN1C(=O)c2ccccc2C1=O)c1cnccn1 | -3.4
COc1ccccc1-c1nnc(SCC(=O)c2c(N)n(C3CC3)c(=O)[nH]c2=O)o1 | -0.5

# Next part:
SMILES,APJ antag,EBI2 block,CXCR6 inh,Jurkat NFkB inh,UBC13 inh,CCR6 antagonist,Gli-Sufu antag,697 NFkB inh
COc1ccc(S(=O)(=O)N2CCCCC2)cc1NC(=O)CN(C)C1CCCCC1,6.5,14.5,8.2,9.6,-0.7,7.8,7.6,26.5
Cc1cccn2c(CN(C)CC3Cc4ccccc4O3)c(C(=O)N3CCCCC3)nc12 (stereo unspecified),0.2,-8.2,0.6,-9.5,-15.0,6.0,-5.2,-25.6
O=C(CCN1C(=O)C2CC=C(Cl)CC2C1=O)Nc1ccccc1O (stereo unspecified),6.6,-1.7,-10.4,-0.1,8.0,-10.6,5.2,-0.7
CCc1ccc(/C=C/c2c([N+](=O)[O-])c(=O)n(C)c(=O)n2C)cc1,12.0,-2.8,-2.3,11.4,0.9,15.5,-4.4,14.1
COc1ccc(S(=O)(=O)N2CCN(Cc3cc4c(cc3Br)OCCO4)CC2)cc1,·,-8.7,5.1,·,·,6.6,4.0,·
C=CCn1c(O)c(N=NC(=O)c2ccccc2NS(=O)(=O)c2cccs2)c2ccccc21,21.7,-1.4,9.5,9.0,-8.1,23.8,0.5,8.0
CC(=O)c1ccc(OCCCC(=O)Nc2cccc(-c3nn[nH]n3)c2)cc1,4.1,5.9,-2.4,0.2,-5.4,12.7,-10.4,7.6
Cc1ccc(N=Cc2c(O)cc(C)oc2=O)c(C)c1,1.4,-3.9,5.4,-18.6,-2.2,9.6,-5.1,5.6
O=C(NC1CC1)c1ccc(NS(=O)(=O)c2ccc(F)cc2)cc1,-20.5,-0.7,3.1,-7.9,3.2,-0.3,-4.9,17.0
CCN1CCCC1CNC(=O)CCc1nc(-c2ccc(C)cc2)no1 (stereo unspecified),5.6,-11.1,4.1,-16.4,-1.7,10.4,-4.2,-14.4
Cc1nc(SCC(=O)c2c(N)n(C3CC3)c(=O)[nH]c2=O)[nH]c(=O)c1CCO,-17.4,-14.1,-8.8,-1.3,0.7,-5.1,-13.2,4.7
COc1ccc(/C=C/C(=O)Nc2ccc(N3CCOCC3)cc2)cc1,·,-0.3,-5.6,·,·,-8.9,-2.6,·
CCOC(=O)C1=C(C)Nc2ncnn2C1c1ccc2c(c1)OCO2 (stereo unspecified),10.2,-15.2,-0.9,-3.5,-0.8,9.3,-2.3,3.5
Nc1n[nH]c(C2CC2)c1N=Nc1ccc(Cl)cc1,4.4,-1.3,8.9,6.5,10.1,-5.1,5.2,7.3
COCCn1c(SCC(=O)NCC2CCCO2)nc2c(c1=O)SC(C)C2 (stereo unspecified),2.4,-3.8,7.1,9.2,-1.2,0.7,3.8,-4.5
COc1ccccc1C=NNC(=O)C(=O)NN=Cc1ccccc1OC,·,-8.1,-0.6,·,·,5.6,-0.1,·
O=c1c2cnn(-c3ccccc3)c2nc(-c2ccco2)n1-c1ccccc1,-2.6,16.4,8.5,20.7,8.8,23.5,14.8,-14.3
CCn1c(=S)sc2c(=O)n(CC(=O)Nc3cc(OC)ccc3OC)c(C)nc21,10.2,8.6,3.0,-1.8,2.1,16.9,-4.4,-1.2
CC(=O)/C(=N/Nc1ccccc1Cl)Sc1nnc(C(O)c2ccccc2)n1-c1ccccc1 (stereo unspecified),11.6,-9.4,-7.1,-1.6,8.3,-2.6,-8.5,19.1
NC(=O)C1CCN(C(=O)c2ccc(CS(=O)(=O)c3c(Cl)cccc3Cl)o2)CC1,4.6,6.3,2.6,8.6,3.1,4.4,-3.5,18.0
O=C(NNS(=O)(=O)c1ccccc1)c1cccs1,4.2,-7.2,-3.7,5.2,2.6,-4.7,2.9,-1.3
O=c1cc(N2CCc3ccccc32)[nH]c(=O)n1Cc1ccc(F)cc1,-21.7,-7.5,-7.2,4.2,-37.2,-3.0,0.9,-16.2
CC1CCc2sc3ncnc(N4CCN(CCO)CC4)c3c2C1 (stereo unspecified),-16.8,-1.9,-1.6,6.9,-2.3,4.0,21.9,9.5
CC1CCCC(C)N1C(=O)CN1C(=O)C(C)(C)Oc2ccc(C(=O)NC3CCCCC3)cc21 (stereo unspecified),-9.4,-0.3,-3.4,-13.5,-19.5,5.4,6.0,-6.0
COc1ccc(N(C)C(=O)c2ccc(NC(=O)CCS(=O)(=O)c3cccs3)cc2)cc1,-3.6,5.1,-2.9,-10.0,0.6,7.6,-32.7,8.9
NC(=O)c1ccc(=O)n(Cc2ccc(Cl)cc2Cl)c1,9.8,7.4,4.3,-1.4,-0.9,3.4,0.8,-9.9

# Random excerpt: 2 records from the list, in no set order.
SMILES,APJ antag,EBI2 block,CXCR6 inh,Jurkat NFkB inh,UBC13 inh,CCR6 antagonist,Gli-Sufu antag,697 NFkB inh
NC(=O)C1CCN(C(=O)c2ccc(CS(=O)(=O)c3c(Cl)cccc3Cl)o2)CC1,4.6,6.3,2.6,8.6,3.1,4.4,-3.5,18.0
O=C(NNS(=O)(=O)c1ccccc1)c1cccs1,4.2,-7.2,-3.7,5.2,2.6,-4.7,2.9,-1.3
